Assay outcomes deposited in PubChem by several laboratories.
Rtt109 HAT inh = C. albicans Rtt109 histone acetyltransferase inhibition; Q5AAJ8; purified Rtt109/Vps75, ThioGlo CoA-SH fluorescence, 4 h; inhibition, % at 34.9 µM; actives 0.16% (n = 330,000); AID 540336;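 active = inhibition of at least 50% in every replicate; inconclusive = best replicate reaches 50% inhibition but some replicates fall short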
Target sequence (Q5AAJ8 whole entry, looked up): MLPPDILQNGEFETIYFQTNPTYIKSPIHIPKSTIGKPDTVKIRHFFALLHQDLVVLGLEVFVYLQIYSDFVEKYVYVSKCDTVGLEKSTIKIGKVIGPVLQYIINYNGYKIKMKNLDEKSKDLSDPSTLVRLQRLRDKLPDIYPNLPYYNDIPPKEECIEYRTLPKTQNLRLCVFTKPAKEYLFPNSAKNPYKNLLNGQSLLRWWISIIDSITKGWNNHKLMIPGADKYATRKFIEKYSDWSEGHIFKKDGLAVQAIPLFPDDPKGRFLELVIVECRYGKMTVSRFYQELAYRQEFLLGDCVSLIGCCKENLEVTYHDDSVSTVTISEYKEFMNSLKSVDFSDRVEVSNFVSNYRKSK
Tat export inh = blocks Tat-dependent protein export in E. coli | actives 0.036% (n = 340,000) | inhibition, % at 10 µM | E. coli MC4100 TorA-mCherry Tat export, fluorescence | AID 488895;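 active = mean replicate inhibition at least 50% and at least half of replicates individually reaching 50%; inconclusive = only one of the two criteria met; inactive = neither criterion met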;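 also: exported cargo escapes ClpAP degradation while cytoplasmic cargo is degraded and loses fluorescence; 0% = median of neutral control wells and 100% = median of NaSCN control wells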
CAL PDZ FP = human CAL PDZ-peptide interaction inhibition; purified CAL PDZ, TMR-peptide fluorescence polarization, 1 h; inhibition, % at 20 µM; actives 0.02% (n = 330,000); AID 504414;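 active = highest replicate inhibition of at least 40%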;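 also: plate controls were DMSO neutral control wells for no effect and unlabeled competitor peptide control wells for full effect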
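Material: tagged CAL PDZ protein CerCALP, purified; buffer or medium: sodium phosphate/NaCl buffer pH 7.4 with TCEP, IgG, Thesit; also added: fluorescent TMR peptide probe; schedule: 1 h incubation at room temperature before polarization reading; technique: fluorescence polarization from S- and P-plane intensities, G-factor corrected; control set: unlabelled peptide and DMSO controls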
PfHsp90 set2 = reduces growth (ATP signal) of yeast expressing P. falciparum Hsp90; S. cerevisiae expressing PfHsp90, BacTiter-Glo ATP, 48 h; yeast lacking PDR1 and PDR3 efflux regulators; actives 0.32% (n = 310,000); inhibition, % at 9.4 µM; AID 504621;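 active = every replicate shows inhibition above about 80%, whatever the replicate mean, limit read from the data; inconclusive = mean inhibition reaches the set limit but some replicate falls short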;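 also: 0% = DMSO neutral controls and 100% = 20 µM radicicol positive controls; yeast relying on Plasmodium falciparum Hsp90 in place of its own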
Wnt act = activators of Wnt/beta-catenin signaling; AID 743398; actives 1.2% (n = 300,000); activation, % at 9.35 µM; Wnt/beta-catenin reporter cell assay, activator, plate reader; in the data active = activation above about 30%, passing the limit was not always enough; inconclusive = no clear call, values can overlap the other calls;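 also: 0% = neutral control wells and 100% = positive control wells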
AddAB inh = less growth of phage-infected E. coli with AddAB; E. coli expressing H. pylori AddAB, absorbance growth; inhibition, % at 11.9 µM; actives 0.29% (n = 330,000); in the data active = inhibition above about 12%;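 also: 0% = vehicle wells of infected cells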
PvdQ acylase = P. aeruginosa PvdQ acylase inhibition; inhibition, % at 10 µM; actives 0.063% (n = 340,000); purified PvdQ acylase, fluorescence plate reader; AID 488965; in the data active = inhibition above about 30%, passing the limit was not always enough; inconclusive = no clear call, values can overlap the other calls;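 also: 0% = vehicle neutral wells and 100% = reference inhibitor wells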
Ecoli viability = bacterial growth inhibition, counter-screen for AddAB inhibitors; inhibition, % at 11.9 µM; AID 449728; actives 0.27% (n = 330,000); E. coli V3065 growth, OD600 absorbance, 18 h;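 active = inhibition above the campaign's mean inhibition across all tested compounds plus 3 SD, cut at about 9.9% in these data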;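 also: uninfected addAB+ strain grown without phage in ampicillin broth; 0% = DMSO wells and 100% = ciprofloxacin 0.95 µg/ml wells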
phage Ecoli inh = E. coli growth loss with phage present; inhibition, % at 11.9 µM; actives 0.26% (n = 360,000); growth absorbance; AID 651602; in the data active = inhibition above about 11%
DAGLB inh = diacylglycerol lipase beta (human) inhibition. actives 0.059% (n = 340,000). AID 504411. Q8NCG7. inhibition, % at 5.17 µM. HEK293T DAGLB membrane lysate, EnzChek fluorogenic substrate; in the data active = inhibition above about 34%;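 also: 0% = enzyme with vehicle and 100% = wells lacking enzyme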
Target sequence (Q8NCG7 whole entry, looked up): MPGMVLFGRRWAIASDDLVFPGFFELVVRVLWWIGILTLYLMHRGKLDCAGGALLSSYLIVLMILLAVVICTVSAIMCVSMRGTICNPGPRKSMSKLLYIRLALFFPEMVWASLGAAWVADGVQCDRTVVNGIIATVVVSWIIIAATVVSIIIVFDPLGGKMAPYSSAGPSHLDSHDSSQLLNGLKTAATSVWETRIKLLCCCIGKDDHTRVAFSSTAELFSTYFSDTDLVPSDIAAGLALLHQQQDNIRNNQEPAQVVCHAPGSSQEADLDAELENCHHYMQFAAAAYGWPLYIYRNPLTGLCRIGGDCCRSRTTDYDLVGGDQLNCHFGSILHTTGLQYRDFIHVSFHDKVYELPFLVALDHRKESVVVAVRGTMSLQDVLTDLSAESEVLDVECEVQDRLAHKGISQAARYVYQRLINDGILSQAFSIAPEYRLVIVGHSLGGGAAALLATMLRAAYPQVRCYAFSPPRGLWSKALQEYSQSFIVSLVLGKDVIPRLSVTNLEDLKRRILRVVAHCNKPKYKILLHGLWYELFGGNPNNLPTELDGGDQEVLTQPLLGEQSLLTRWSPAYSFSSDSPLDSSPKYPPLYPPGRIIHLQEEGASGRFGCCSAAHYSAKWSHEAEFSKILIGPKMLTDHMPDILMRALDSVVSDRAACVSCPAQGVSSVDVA
Numbers without * were called inactive; u = inconclusive; x = not tested or not shown; & = joins results of further samples.

Order of results – Rtt109 HAT inh	Wnt act	AddAB inh	PfHsp90 set2	PvdQ acylase	phage Ecoli inh	Tat export inh	CAL PDZ FP	Ecoli viability	DAGLB inh
CCN(CC)C(=O)[C@H]1C[C@H](CC(=O)NC(C)(C)C)C(=O)N2CCc3c([nH]c4cc(CCC(=O)N(C)C)ccc34)[C@]12C
  2	-2	-1.9	-1	-6	2.9	3	0.0	-1.1	-1
CCCCNC(=O)[C@@H]1CCCN1S(=O)(=O)c1cccc2cccnc12
  5	-1	5.7	-1	-11	2.3	1	-0.3	0.3	0
COc1ccc(CN(C)C(=O)COC(=O)c2c(-c3ccccc3Cl)noc2C)cc1
  11	-2	-0.7	7	6	-1.2	8	-0.2	-1.0	-4
O=C(COc1ccccc1-c1ccccc1)NNC(=O)NC1CCCCC1
  14	-2	0.2	-17	-8	0.5	-1	-2.0	-1.4	-1
COc1cccc(-c2cc(C(=O)Nc3ccc(OC)c(OC)c3)no2)c1
  -3	x	1.1	28	-9	5.9	5	-0.2	-1.4	-4
CN1OC(COC(=O)c2ccc(Cl)cc2Cl)CC1c1ccccc1 (stereo not given)
  -11	6	1.1	11	2	2.6	15	-0.8	-1.9	-20
Cc1cc(C(C)(C)C)oc1C(=O)N(CC(=O)NC1CCCC1)c1cccc(C(F)(F)F)c1
  8	x	1.1	15	2	x	16	0.5	2.1	-16
C#CCOCCOCCOCCNc1nc(N2CCN(C(=O)CCCCCCCCCCNC(=O)Cn3cc(CCCCCN)nn3)CC2)nc(N2CCN(C(=O)CCCCCCCCCCNC(=O)Cn3cc(CCCCCN)nn3)CC2)n1
  u	x	-0.8	-30	-14	x	6	-1.6	-1.1	2
COc1ccc(C(=O)Nc2ccccc2N2CCCCC2)cc1[N+](=O)[O-]
  2	-18	1.4	-10	10	2.4	5	-2.2	-1.3	-13
O=C(Nc1cnn(Cc2ccc(Cl)cc2)c1)c1cccs1
  -2	-4	1.6	-12	-17	0.0	3	-0.8	1.4	-3
O=C(Cc1ccccc1)N1CCN=C1SCc1cccc([N+](=O)[O-])c1
  9	-1	1.4	-3	-6	1.4	6	-0.7	-1.7	1
C=CCNC(=S)NCC=C
  3	0	0.0	-4	1	2.5	-1	-0.2	-3.2	-2
CCOC(=O)c1ccc(-c2ccc(/C=N/NC(=O)Cc3nnc(N)s3)o2)cc1
  7	20	0.7	7	5	2.3	-8	-1.6	0.2	-1
COc1ccccc1NS(=O)(=O)c1ccc(C(=O)N2CCCCCC2)cc1
  -2	-4	-1.3	-1	12	3.8	0	0.2	-2.1	-1
CCCN1C(=O)C2(OCCO2)c2cc(Cl)ccc21
  2	-1	x	-4	-9	0.1	1	-0.6	x	-3
COc1ccc(OC)c(/C=N/NC(=O)c2cnccn2)c1
  -8	1	0.0	-14	-17	3.1	-8	-0.8	1.1	-1
O=C(NC12CC3CC(CC(C3)C1)C2)c1ccc(-c2cccc(Cl)c2)o1
  4	13	1.6	30	-9	-0.7	-4	-1.0	-0.1	-15
O=C(O)C1CCCCC1C(=O)NCc1ccc(F)cc1 (stereo not given)
  -4	x	1.4	-4	9	0.1	-3	2.4	-0.4	-1
Cc1cc2nc(SCCN3CCOCC3)[nH]c2cc1C
  4	17	2.9	11	8	1.8	3	-1.2	1.5	2
COCC(=O)N(Cc1cc2cc(C)ccc2[nH]c1=O)c1cccc(C)c1C
  4	6	0.7	8	-6	1.7	-7	0.0	-0.1	1
Cc1cccc(C)c1Nc1nnc(SCC(=O)Nc2cc(S(=O)(=O)N3CCCCC3)ccc2Cl)s1
  7	-1	-1.4	-9	-13	3.1	3	-1.0	-0.3	-2
Cc1nnc(SCC(=O)NC2CCCC2)n1-c1ccccc1
  4	0	1.1	-30	-6	0.8	4	-1.2	-1.6	0
C[C@]12c3[nH]c4ccc(Cl)cc4c3CCN1C(=O)[C@@H](CC(=O)NCc1cccc(C(F)(F)F)c1)C[C@@H]2C(=O)N1CCOCC1
  6	-3	-2.3	-7	-15	-0.1	8	0.6	-4.6	0
COc1ccccc1Nc1nc(N)nc(CCl)n1
  -4	1	-0.9	-3	-9	0.2	-2	-1.0	-1.4	-1
O=C(OCc1ccccc1)N(CCCCN(CCCNCc1ccccc1)C(=O)OCc1ccccc1)CCCNCc1ccccc1
  3	-9	x	-33	-9	3.3	11	-3.5	x	4
N=C1SCC(=O)N1c1ccc(Cl)cc1
  1	1	4.7	-7	-3	1.5	-6	-2.5	-0.6	3
Cc1cccc(-n2nnc(C(=O)Nc3ccc(F)cc3)c2N)c1
  x	x	-1.8	-9	-19	3.1	-1	-2.0	-1.6	-6
O=C(/C=C/C(=O)N1CCc2ccccc2C1)N1CCc2ccccc2C1
  -30	0	-0.8	-1	-12	-0.5	-1	-0.1	-1.5	3
CCCCNC(=O)C1(NC(=O)Nc2ccccc2)CCCCC1
  10	-2	1.4	-2	-8	4.0	-8	-0.9	0.9	0
CCOC(=O)c1nn(-c2cccc(OC)c2)c2nc(CC)c(C#N)c(=O)n12
  -5	-2	1.4	-38	-12	3.1	7	-3.2	-0.5	1
COc1ccccc1CNc1nc(-c2cc(C)n(C)c2C)cs1
  10	x	x	7	-2	x	-10	1.5	x	13
CCc1c(C)nc(SCC(N)=O)c(C#N)c1C
  3	x	0.9	-6	-8	-2.2	-8	0.4	1.7	1
Cc1cccc(-n2c(SCC(N)=O)nnc2-c2ccco2)c1
  -4	17	3.4	-11	7	-0.4	3	-0.5	-1.0	-2
CN(C)C(=O)CSc1nnc(CCNC(=O)OC(C)(C)C)o1
  -5	x	0.7	x	-5	0.8	0	-0.1	-3.5	-2
N#CCSc1nc2sccc2c(=O)n1-c1ccccc1
  6	-2	0.6	-27	-10	0.3	2	-2.2	-2.0	3
C/C(=N/NS(=O)(=O)c1cc(C)ccc1C)c1ccc2c(c1)OCO2
  11	0	x	-48	-6	4.0	4	-1.6	x	-2
CCOc1ccc(N(C)S(=O)(=O)c2ccc(C)c(C(=O)NCc3ccccc3OC)c2)cc1
  6	-5	2.0	-43	-13	-2.9	10	0.3	1.1	-4
CC(Cc1cccnc1)NC(=O)c1cc(COc2ccc(F)cc2Cl)on1 (stereo not given)
  0	-2	-0.8	6	-10	0.2	4	0.5	-0.6	2
CCn1c(SCC(=O)c2cc(OC)ccc2OC)nnc1C(C)C
  0	-1	3.2	15	-4	2.5	-9	-0.8	-2.1	-3
O=C(NCc1ccccn1)c1ccc(Cl)c(NC2=NC3CS(=O)(=O)CC3S2)c1 (stereo not given)
  -7	1	1.5	-100	-12	0.7	8	-2.6	0.2	-3
CN1C(=O)Cc2cc(S(=O)(=O)Nc3ccc(Cl)cc3)ccc21
  7	-1	2.4	6	-12	0.4	3	-1.4	-3.1	1
CC(C)(C)n1nnnc1C(c1cccnc1)N(Cc1ccccc1)Cc1cccs1 (stereo not given)
  -1	-3	1.6	-5	-7	0.6	13	-2.6	-1.3	-5
CCCCCCSc1ccc([C@@H]2[C@H]3C(=O)N(CC)C(=O)[C@H]3[C@]3(C(=O)OC)CCCN23)cc1
  -1	-7	-3.5	10	-2	0.2	18	-0.2	-4.3	-6
O=C(c1[nH]ncc1-c1cccc(Br)c1)C1CO1 (stereo not given)
  3	-1	2.0	6	-14	2.5	1	-1.5	2.0	2
Cc1cccc2sc(NNC(=O)C3=COCCO3)nc12
  1	0	4.8	23	10	4.6	-5	-0.7	1.1	-1
O=C(O)C1(S(=O)(=O)c2ccc(Cl)cc2)CCC1
  -2	2	4.5	-63	5	1.7	-4	-0.3	-2.7	-1
O=C1CCC(=O)N1CCSC(=S)N1CCSCC1
  -4	7	0.9	13	u	5.0	5	-0.6	2.0	-2
Cc1ccc(-c2nnc(N(C)C(=O)C3CCCO3)s2)cn1 (stereo not given)
  2	x	3.0	-3	-17	3.8	-2	2.2	2.3	-3
O=C1CCC[C@@H]2[C@H](Cc3ccccc3)[C@@H](O)C[C@@H]3CCN1[C@@H]32
  3	-1	x	14	-17	0.9	-5	-0.7	x	0
c1ccc2c(c1)CCNC2c1ccncc1 (stereo not given)
  5	-3	0.9	-14	-12	0.2	-3	0.4	-0.3	3
O=C(N/C(=C/c1cn(-c2ccccc2)nc1-c1ccccc1)C(=O)N1CCOCC1)c1ccc(Cl)cc1Cl
  -2	x	0.5	0	-22	4.2	-4	0.3	-1.1	-3
O=C(O)c1ccc(CN2C(=O)c3ccccc3S2(=O)=O)cc1
  3	2	1.9	-10	-5	2.5	11	0.7	0.8	1
O=C(Cc1ccc(Cl)cc1)Nc1ccccc1Sc1ccccc1
  1	x	-0.5	-106	2	0.3	13	-1.1	-1.3	-15
CN(CC(=O)Nc1c(Cl)cccc1Cl)C(=O)CCCN1C(=O)c2ccccc2C1=O
  17	x	-0.2	-2	-6	1.2	0	-0.1	1.0	2
COCCNC(=S)N1CCN(c2nc3ccccc3s2)CC1
  7	3	6.6	16	-5	3.4	3	-3.1	0.3	-1
CCCOc1ccc(OC(=O)Cc2ccc(OC)c(S(=O)(=O)N3CCOCC3)c2)cc1
  x	0	0.5	9	13	-0.8	-11	-1.5	2.6	-4
COCCOc1cc(N(CC(=O)N(C)C)S(=O)(=O)c2ccccc2)c(Cl)cc1Cl
  9	-2	-0.7	18	-8	4.0	-1	-0.1	-1.7	3
O=C(CSc1nnc(SCc2ccccc2)s1)N/N=C/c1c(Cl)cccc1Cl
  -1	x	2.5	-15	-16	3.0	-5	-1.8	1.4	-2
CCC(=O)NC(C)c1cc(Cl)c2cccnc2c1O (stereo not given)
  -1	14	-3.7	-14	-7	6.9	0	-0.7	-3.9	4
CC(C)[N+](C)(CCOC(=O)C1c2ccccc2Oc2ccccc21)C(C)C
  6	-1&-1	-2.5	1	-8	3.3	2	0.0	-0.4	1

Further entries.
Order of results – Rtt109 HAT inh	Wnt act	AddAB inh	PfHsp90 set2	PvdQ acylase	phage Ecoli inh	Tat export inh	CAL PDZ FP	Ecoli viability	DAGLB inh
COC(=O)c1cc(OC)c(OC)cc1NC(=O)Cc1ccccc1[N+](=O)[O-]
  9	x	2.1	-18	-19	1.6	-4	-2.9	-0.3	-2
COc1ccc(/C=C/C(=O)OCC(=O)c2ccccc2F)cc1
  0	-2	-0.1	-16	-16	2.8	-3	-4.5	2.0	-5
CCOC(=O)CNC(=O)CSc1nc(-c2ccccc2)ns1
  -2	0	-0.2	0	-18	-2.3	6	-1.4	-0.5	2
CC1(C)Cc2ccccc2-c2nc3n(c(=O)c21)CCS3
  5	-1	0.0	-20	-12	3.2	1	-0.5	1.2	-3
COC(=O)C(CCCN1C(=O)c2ccccc2C1=O)(NC(C)=O)c1nn[nH]n1 (stereo not given)
  -16	2	1.0	-32	-10	2.2	-1	-3.0	1.3	1
COc1ccc(Cc2cc(-c3ccc(F)cc3)n[nH]c2=O)cc1
  10	1	2.8	-6	-6	3.0	6	-0.9	1.0	x
CN(C)CCCNS(=O)(=O)c1ccc(Oc2ncc(C(F)(F)F)cc2Cl)cc1
  -1	-8	0.8	x	-1	1.9	2	-1.9	-0.9	0
